Glioma ERSR ind: ER stress response induction in glioma | U87-MG GRP78 promoter luciferase reporter, 16 h | Potency, µM, without a hit: top-dose activation, hits mostly activators | 0.02% of 420,000 active; also: potency is read from the fitted curve at half-maximal effect; series mostly up to about 76 µM; % of control where 0% means no effect; nearly all actives have a fitted effect of over 35% in size
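Stably transfected U87-MG human glioma cells carrying a GRP78-based luminescent sensor were seeded at 1000 cells/well, pin-dosed with compounds and incubated 16 h. Luciferase reagent was then added, and end-point luminescence was read after 10 min at room temperature.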
LDHA inh: inhibitors of human lactate dehydrogenase A; P00338; purified LDHA, NADH/diaphorase-resazurin fluorescence; stronger effect = lower value; activity change, % (values are at about 110 or 230 µM); 0.15% of 480,000 active; AID 1347041; in the data active = activity change below about -30%; inconclusive = mostly about -25% to -30%;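 also: plate controls were DMSO wells for no effect and wells without enzyme for full effect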
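Remaining NADH was detected by diaphorase (0.133 mg/mL) converting 37 µM resazurin to fluorescent resorufin, read at 0 and 20 minutes. The preceding 5-minute room-temperature reaction used 2 nM LDHA, 0.2 mM sodium pyruvate and 0.06 mM NADH at pH 7.4.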
mIDH1 inhibitor: inhibitors of human mutant IDH1 R132H | O75874 | IDH1-R132H enzyme, NADPH consumption, diaphorase/resazurin fluorescence | Potency, µM (highest dose often 76.6 µM), without a hit: at the top dose activity change, negative = inhibition, usual class: inhibitors | 0.093% of 390,000 active; also: potency is read from the fitted curve at half-maximal effect; % is scaled to controls: 0 for no effect and ±100 for the full control effect; nearly all actives have a fitted effect of over 65% in size
Target sequence (O75874 whole entry R132H, stated change not applied): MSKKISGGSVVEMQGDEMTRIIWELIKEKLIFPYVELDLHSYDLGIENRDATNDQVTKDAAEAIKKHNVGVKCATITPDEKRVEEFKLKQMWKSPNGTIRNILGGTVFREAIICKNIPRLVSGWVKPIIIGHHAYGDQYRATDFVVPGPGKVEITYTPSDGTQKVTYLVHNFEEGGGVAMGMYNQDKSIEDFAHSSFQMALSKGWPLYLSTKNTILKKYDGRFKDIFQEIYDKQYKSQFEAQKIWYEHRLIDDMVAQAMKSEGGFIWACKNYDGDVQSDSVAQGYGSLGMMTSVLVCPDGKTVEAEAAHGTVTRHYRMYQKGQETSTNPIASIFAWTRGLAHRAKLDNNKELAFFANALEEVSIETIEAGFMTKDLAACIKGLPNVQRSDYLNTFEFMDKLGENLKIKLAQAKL
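IDH1-R132H (0.5 ug/mL dispensed) in pH 7.5 Tris buffer was preincubated 30 min with compound, then given a substrate mix of 0.016 mM NADPH and 2 mM alpha-KG for 80 min at room temperature; remaining NADPH was read by diaphorase/resazurin fluorescence.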
TrxR1 substrate: is turned over as a substrate by rat TrxR1; purified TrxR1 substrate turnover, NADPH consumption readout; 0.01% of 390,000 active; Potency, µM (titrated, usually from 114 µM), inactives show at the highest dose activity change, negative = substrate turnover; also: potency is read from the fitted curve at half-maximal effect; % is scaled to controls: 0 for no effect and ±100 for the full control effect; nearly all actives have a fitted effect of over 50% in size
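Rat TrxR1, dispensed at 90 nM, was prereduced with 400 uM NADPH (final) for 5 min at ~22 deg C, then incubated with compound 15 min before 400 uM selenite. A first-read NADPH fluorescence drop versus no-compound background flagged substrates.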
RGS4 inh: blocks human RGS4-accelerated GTP hydrolysis | P49798 | Transcreener GDP fluorescence polarization, RGS4-accelerated GTP hydrolysis | Potency, µM (series often up to 114 µM), for the others: top-dose activity change, negative = inhibition, most hits filed as inhibitors | 0.039% of 390,000 active; also: potency is read from the fitted curve at half-maximal effect; % is scaled to controls: 0 for no effect and ±100 for the full control effect; nearly all actives have a fitted effect of over 75% in size; some results filed as inactive show a strong effect at the top dose
Target sequence (P49798 whole entry, looked up): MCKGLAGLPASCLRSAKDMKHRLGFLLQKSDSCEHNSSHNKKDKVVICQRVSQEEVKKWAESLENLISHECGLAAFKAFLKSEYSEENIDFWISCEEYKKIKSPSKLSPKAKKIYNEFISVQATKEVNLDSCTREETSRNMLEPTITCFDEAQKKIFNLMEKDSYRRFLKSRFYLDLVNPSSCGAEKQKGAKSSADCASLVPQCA
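MLSMR compounds (23 nl, pin-transferred) preincubated 10 min at room temperature with a 500nM (2x) first reagent, then RGS4 at 900nM (2x) plus Transcreener GDP mix added; fluorescence polarization (620/688 nm) read before and after 90 min at 30 °C.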
rTrxR1 inhibitor: rat TrxR1 inhibition | Potency, µM (doses to about 114 µM), for the others: at the highest dose activity change, negative = inhibition, usual class: inhibitors | O89049 | recombinant rTrxR1, NADPH fluorescence consumption, selenite substrate | 1% of 390,000 active; also: potency is read from the fitted curve at half-maximal effect; % is scaled to controls: 0 for no effect and ±100 for the full control effect; nearly all actives have a fitted effect of over 65% in size
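Rat TrxR1 (90 nM in the dispensed reagent) was pre-reduced with 400 uM NADPH for 5 min at room temperature, then incubated with compound for 15 min. After 400 uM selenite was added, NADPH fluorescence (Ex 340/Em 450 nm) was followed for 8 min.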
Vif-A3F inh: inhibitors of Vif-A3F interaction; HeLa A3F-eYFP + Vif (tagged APOBEC3F with the HIV-1 protein that degrades it), YFP fluorescence increase; Potency, µM (doses to about 46.1 µM), for the others: top-dose activity, negative = active; 0.2% of 390,000 active; AID 602313; also: potency is read from the fitted curve at half-maximal effect; % of control where 0% means no effect; nearly all actives have a fitted effect of over 65% in size
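Fluorescence increase (Ex 488/Em 500-530) after overnight compound treatment at 37 deg C flags inhibition of Vif-driven A3F-eYFP loss in stable HeLa A3F-eYFP/Vif cells seeded overnight beforehand.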
Vif-A3G inh: inhibitors of Vif-APOBEC3G interaction | AID 602310 | HeLa A3G-eYFP + Vif (tagged APOBEC3G with the HIV-1 protein that degrades it), YFP fluorescence, overnight | 0.076% of 410,000 active | Potency, µM (highest dose often 46.1 µM), for the others: top-dose activity, negative = active, usual class: inhibitors | Q9HC16;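 also: potency is read from the fitted curve at half-maximal effect; % is scaled to controls: 0 for no effect and ±100 for the full control effect; nearly all actives have a fitted effect of over 60% in size; hits raise eYFP signal because A3G escapes Vif-driven loss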
Target sequence (Q9HC16 whole entry, looked up): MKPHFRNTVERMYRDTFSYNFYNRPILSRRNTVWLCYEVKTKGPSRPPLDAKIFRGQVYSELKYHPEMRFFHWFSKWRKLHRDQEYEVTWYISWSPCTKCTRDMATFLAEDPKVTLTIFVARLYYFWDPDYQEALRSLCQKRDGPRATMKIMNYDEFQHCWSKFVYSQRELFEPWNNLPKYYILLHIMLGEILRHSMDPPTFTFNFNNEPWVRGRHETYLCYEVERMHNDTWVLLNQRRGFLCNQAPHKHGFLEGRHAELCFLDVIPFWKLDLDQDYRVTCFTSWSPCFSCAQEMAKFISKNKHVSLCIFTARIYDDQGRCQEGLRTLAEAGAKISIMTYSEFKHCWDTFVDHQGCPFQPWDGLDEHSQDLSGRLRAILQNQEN
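HeLa cells stably expressing Vif and C-terminally eYFP-tagged A3G, seeded overnight at 37 deg C, then exposed to compound by pintool overnight at 37 deg C. Rise in yellow fluorescence (Ex 488/Em 500-530, Acumen) marks blocked Vif-driven A3G degradation.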
USP1 inh: blocks the human USP1/UAF1 deubiquitinase complex; O94782; recombinant USP1/UAF1, Ub-Rhodamine cleavage fluorescence; Potency, µM (highest dose often 57.1 µM), for the others: at the highest dose activity change, negative = inhibition, hits mostly inhibitors; 0.23% of 390,000 active; AID 743255; also: potency is read from the fitted curve at half-maximal effect; % is scaled to controls: 0 for no effect and ±100 for the full control effect; nearly all actives have a fitted effect of over 60% in size; inactives centre near -12
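USP1/UAF1 complex (1 nM) preincubated 15 min at room temperature with compound, then Ub-Rho substrate (150 nM final) added. Kinetic fluorescence at 480/540 nm over 6 reads at 60 s intervals; 50 mM HEPES pH 7.8, 0.5 mM EDTA, 0.1 mg/ml BSA, 1 mM TCEP, 0.01% Tween-20.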
An asterisk follows results filed as active; ? = inconclusive; · = not tested or not shown; [ ] = remark or other dose. Unless noted, calls follow the shape of the dose curve; as a rule, active = well fitted curve in the direction sought with a large enough effect; inconclusive = small, poorly fitted or top-dose-only effect, or another doubt; inactive = no such curve, though single readings can be large; an effect the other way counts as inactive or inconclusive.

SMILES	Glioma ERSR ind	LDHA inh	mIDH1 inhibitor	TrxR1 substrate	RGS4 inh	rTrxR1 inhibitor	Vif-A3F inh	Vif-A3G inh	USP1 inh
Cc1cccc(C)c1NS(=O)(=O)c1ccc2c(c1)C(=O)c1ccccc1C2=O	-4.4%	10.6	6.1%	-4.2%	16.6%	8.0%	-24.2%	-0.1%	4.2%
COc1ccc(NC(=O)N2CCN(c3cc(-c4noc(C)n4)ccc3C)CC2)c(OC)c1	0.5%	5.2	16.5%	4.1%[57.1 µM]	-19.7%	7.1%[57.1 µM]	3.1%	-2.9%	-23.3%
Cn1nc(C(F)(F)F)c(/C=N/OC(=O)c2ccccc2Cl)c1SCc1ccc(Cl)cc1	?	-5.6	-6.6%	-5.7%	-20.3%	-6.2%	8.9%	-1.2%	-20.6%
Cc1cc(C)cc(OCCCCn2cncn2)c1	-1.6%	?	-12.0%	1.3%	13.3%	14.0%	-6.9%	-5.9%	-8.1%
Cc1occc1C(=O)Nc1cccnc1	-3.6%	-2.0	6.1%	6.1%	15.6%	11.1%	1.1%	0.1%	-14.7%
Cc1nnc(SCC(=O)NC2CCCCC2)s1	1.4%	-7.3	9.0%	-3.3%[57.1 µM]	-8.7%	-46.5%	-5.1%	0.0%	7.8%
Cc1ccccc1NC(=O)Nc1ccc2c(c1)OCO2	7.1%	1.5	0.0%	-1.9%	13.6%	-0.6%	1.3%	-1.4%	-23.7%
O=C(O)CSc1nccc2ccccc12	-2.2%	4.2	9.7%	-6.3%[57.1 µM]	-15.8%	39.0%[57.1 µM]	-2.0%	-6.4%	-13.3%
CCn1c(=S)[nH]c2c(=O)n(C)c(=O)n(C)c21	2.1%	-1.3	3.7%	3.7%[57.1 µM]	?	-12.5%[2.29 µM]	3.7%	2.7%	-17.7%
Cc1c(-c2ccccc2)c(=O)oc2c(CN3CCCC3)c(O)ccc12	0.5%	-8.2	-1.9%	489.7%[activator][57.1 µM]	-16.2%	12.0%[57.1 µM]	0.9%	6.7%	-24.2%
COc1ccc(S(=O)(=O)N2CC(O)C[C@H]2C(=O)OCC(=O)N2CCCCCC2)cc1 (stereo partly specified)	-2.1%	-5.2	-9.2%	-1.8%	28.7%	1.7%	18.7%	0.8%	-5.5%
COc1ccc(C(CC(=O)c2ccccc2)CC(=O)c2ccccc2)cc1	-0.9%	-1.6	-4.5%	2.5%	7.1%	20.7%	-10.4%	0.6%	-18.0%
Cc1ccc(SCC(=O)c2cc(C)c(OC(=S)N(C)C)c(C)c2)cc1	-6.3%	1.7	6.7%	-10.9%	8.8%	-9.3%	·	-1.7%	-12.3%
CC1(C)CC(=O)C2=C(C1)Oc1ncn(CCO)c(=N)c1C2c1ccccc1 (stereo unspecified)	-2.3%	-3.4	6.4%	16.6%[57.1 µM]	-24.0%	5.6%[57.1 µM]	-2.8%	2.1%	-19.1%
O=C(OCc1cc(=O)n2nc(C3CC3)sc2n1)c1ccc(F)cc1	6.5%	2.2	-2.7%	5.4%[57.1 µM]	-5.5%	19.4%[57.1 µM]	0.4%	6.1%	-9.1%
O=C(CSc1nc(-c2ccccc2)nc2c1CCCC2)c1ccc(F)cc1	-3.6%	-3.0	8.3%	-6.6%	-0.4%	-19.3%	9.0%	-4.5%	-26.0%
CC12CCC(C(=O)N/N=C/c3ccc(O)cc3)(OC1=O)C2(C)C (stereo unspecified)	-0.2%	-1.6	-15.1%	-3.4%	27.4%[11.4 µM]	12.2%	-2.7%	5.1%	-0.4%
FC(F)Oc1ccc(NC(=S)N2CCN(Cc3ccccc3)CC2)cc1	0.2%	-4.7	6.3%	3.3%[57.1 µM]	11.4%	-0.5%[57.1 µM]	5.3%	1.2%	-4.9%
CC(C)(C)n1nnnc1C(c1ccncc1)N1CCN(c2ccc(O)cc2)CC1 (stereo unspecified)	-1.4%	28.1	5.8%	-5.5%	?	12.9%[57.1 µM]	-9.8%	-0.3%	4.2%
O=C(c1ccco1)N1CCN(C(=O)c2ccccc2OCc2ccc(Cl)cc2)CC1	-2.3%	-7.8	-0.9%	-0.7%	13.0%	3.8%	9.5%	-2.9%	-10.3%
COc1ccc(C2/C(=C(/O)c3ccccc3)C(=O)C(=O)N2c2ccccn2)cc1 (stereo unspecified)	1.0%	0.1	7.2%	0.2%	8.7%	7.6%	-0.3%	-0.8%	-18.8%
O=C(NCC(c1cccnc1)N1CCOCC1)C1CCCCC1 (stereo unspecified)	-3.0%	-6.5	3.0%	1.8%	9.5%	6.9%	-18.6%	-6.2%	-6.2%
OC1CCCN(C(=S)NCc2ccccc2)C1 (stereo unspecified)	-3.6%	-2.4	0.9%	6.7%[57.1 µM]	-23.8%	22.7%[57.1 µM]	3.9%	0.1%	-16.3%
Cn1cccc1CC(=O)NNC(=S)Nc1ccc(Cl)cc1	5.6%	-6.4	-3.6%	5.0%	-3.0%	-20.0%[57.1 µM]	-8.4%	0.1%	7.0%
CCC/C(C#CCCN1C(=O)c2ccccc2C1=O)=C1/c2ccccc2C(=O)N1c1ccccc1	-5.6%	-0.3	5.3%	-8.2%[57.1 µM]	0.8%	14.9%[57.1 µM]	2.8%	-16.7%	?
Cc1cc(C)n(CC2CC(=O)N(c3ccc(Cl)cc3)C2=O)n1 (stereo unspecified)	-1.1%	-7.5	4.4%	10.5%[57.1 µM]	-26.7%	16.0%[11.4 µM]	-25.2%	-0.9%	?
O=C(CS(=O)(=O)Cc1ccccc1)Nc1ccc(S(=O)(=O)N2CCOCC2)cc1	-3.4%	-6.9	-0.4%	-13.2%	-21.9%	-18.0%	-29.5%	0.3%	-5.9%
O=C(O)C(Cc1ccccc1)N1C(=O)C=CC1=O (stereo unspecified)	-3.5%	-8.9	1.2%	·	·	·	0.7%	1.9%	-20.7%
CC(C)CSc1ccccc1NC(=O)c1sc2nc(-c3ccncc3)ccc2c1N	-2.3%	-5.3	-11.2%	0.7%	2.8%	24.1%	?	-7.6%	4.2%
Cn1c(SCc2ccc(F)cc2)nnc1-c1ccncc1	-1.6%	-1.2	-6.2%	9.2%	-8.2%	32.7%[activator]	-14.0%	-9.6%	-11.9%
COc1ccccc1NS(=O)(=O)c1ccc(NC(=O)CCNC(=O)c2ccco2)cc1	-5.0%	-5.7	-7.7%	-6.7%[57.1 µM]	22.6%	?	-7.0%	2.4%	-0.4%
CCOc1ccccc1C(=O)N[C@H](C(=O)NNC(=O)c1cccs1)C(C)C	-1.1%	-13.9	7.1%	3.5%	-9.5%	27.5%	-4.9%	-7.2%	-20.5%
O=C(CN1CCN(Cc2ccccc2Cl)C1=O)NCC1CCCO1 (stereo unspecified)	-1.3%	-12.3	-10.6%	6.4%	-2.8%	-23.2%	-3.2%	-1.1%	?
COc1ccc(/C=C(\C#N)C(=O)N2COCC2(C)C)cc1	3.2%	1.1	-0.7%	-8.7%	-18.8%	-10.1%	10.1%	0.1%	-16.6%
O=c1cc[nH]c2ccc([N+](=O)[O-])cc12	4.9%	-2.0	4.7%	-8.1%	7.3%	8.1%[57.1 µM]	3.1%	0.0%	-3.3%
Cc1ccc(-c2nnc(NC(=O)c3ccc([N+](=O)[O-])o3)o2)c(C)c1	-3.6%	0.2	2.6%	-18.4%	6.6%	?	?	-5.5%	-6.5%
COc1ccc(Cn2c(C)nc3c(c2=O)c2nc4ccccc4nc2n3Cc2ccco2)cc1	17.5%	-6.1	-5.7%	0.8%	-40.7%[11.4 µM]	-12.9%	?	-9.8%	?
C=CCN1C(=O)N(/C=C/C)c2cccc3cccc1c23	-2.7%	18.4	9.8%	-5.3%	9.6%	4.3%	-15.3%	-4.5%	-16.9%
CCCCCCCCOC(=O)c1nc(Cl)c(Cl)c(N)c1Cl	3.7%	-0.4	5.7%	10.4%[57.1 µM]	-15.0%	10.8%[57.1 µM]	-3.4%	-2.6%	-18.1%
CC(C)N1CCC(=NNc2ccc(S(=O)(=O)N3CCOCC3)cc2[N+](=O)[O-])CC1	-1.7%	3.4	0.9%	-14.6%	-9.0%	?	1.0%	-9.6%	-11.7%
CCn1c(=O)n(CC)c2cc(N3CCCC3)c(NC(=O)c3cc(Cl)ccc3OC)cc21	0.4%	-0.9	?	-4.5%	4.9%	-3.5%	2.9%	-1.0%	-9.1%
CCOc1ccc(N(CC(=O)NC2CCCC2)C(=O)c2ccc(C)s2)cc1	-0.9%	-3.5	6.8%	-9.2%[57.1 µM]	-22.7%	6.9%[0.0914 µM]	11.3%	-0.5%	-19.5%
CCn1ncc(Br)c1C(=O)Nc1cc(C(=O)OC)ccc1C(=O)OC	4.6%	-2.1	0.8%	1.3%	2.9%	-5.9%	-6.4%	-1.2%	-14.4%

Looked up one by one from the entries so far:
SMILES	Glioma ERSR ind	LDHA inh	mIDH1 inhibitor	TrxR1 substrate	RGS4 inh	rTrxR1 inhibitor	Vif-A3F inh	Vif-A3G inh	USP1 inh
CC(C)CSc1ccccc1NC(=O)c1sc2nc(-c3ccncc3)ccc2c1N	-2.3%	-5.3	-11.2%	0.7%	2.8%	24.1%	?	-7.6%	4.2%
CCn1c(=O)n(CC)c2cc(N3CCCC3)c(NC(=O)c3cc(Cl)ccc3OC)cc21	0.4%	-0.9	?	-4.5%	4.9%	-3.5%	2.9%	-1.0%	-9.1%

These rows are one share of the data; count on the stated rates, not on these rows.
